PAD4 inh = inhibitors of human PAD4 | Q9UM07 | recombinant PAD4, RCA probe fluorescence polarization | inhibition, % at 6.36 µM | actives 0.41% (n = 330,000);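 active means percent inhibition above a cutoff equal to the mean of all tested compounds plus 3 SD, cut at about 15% in these data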;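 further: 0% = PAD4 with RCA probe and DMSO and 100% = probe without PAD4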
TPT1 inhibitor = C. albicans TPT1 enzyme inhibition. actives 0.81% (n = 300,000). inhibition, % at 5 µM. recombinant caTPT1, FP RNA substrate dephosphorylation. AID 1962;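 active means inhibition above the mean of all tested compounds plus 3 SD, set per screening campaign, cut at about 24% in these data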;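 further: plate controls were DMSO alone for no effect and ferristatin control at 100 nM for full effect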
MCL1-BIM inh = MCL1-BIM-BH3 interaction inhibition (human); Q07820; AID 2057; actives 0.68% (n = 320,000); inhibition, % at 10.9 µM; GST-MCL1 / FITC-Bim-BH3 fluorescence polarization;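 active means inhibition above the mean inhibition of all tested compounds plus 3 SD, set per campaign, cut at about 40% in these data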;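 further: 0% = DMSO wells and 100% = unlabeled Bim-BH3 peptide control; higher means more loss of mP so more displacement of Bim peptide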
PME-1 primary = PME-1 (human) inhibition. Q9Y570. recombinant PME-1, FP-Rh probe fluorescence polarization. inhibition, % at 5.9 µM. actives 0.53% (n = 320,000);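 active means inhibition above the campaign mean of all compounds plus 3 SD, cut at about 26% in these data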;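 further: competitive labeling of PME-1 active site by serine hydrolase directed probe; 0% = PME-1 with DMSO and 100% = wells lacking PME-1 enzyme; inhibitors block probe labeling so polarization falls and inhibition rises; many of its hits are not listed in these tables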
MEX-5 binding = C. elegans MEX-5 TCR-2 RNA binding activity; Q9XUB2; AID 1832; MEX-5/FITC-TCR2 RNA binding, fluorescence polarization; hits give low values; activity score (negative = inhibition of binding), % at 10 µM; actives 0.38% (n = 300,000);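 active means inhibition past about -25% in most replicates, and total fluorescence under double the plate's negative control median, limit read from the data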;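 further: 0% = DMSO and -100% = 5 µM competing unlabeled TCR2 RNA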
Fam108B counter = Fam108B inhibition, counter-screen for RBBP9 inhibitors. recombinant Fam108B, FP-Rh probe fluorescence polarization. inhibition, % at 9.51 µM. actives 0.33% (n = 300,000);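 active means inhibition above the screen mean inhibition plus 3 SD, computed separately per campaign, cut at about 18% in these data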;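 further: inhibitors lower polarization as less probe binds the enzyme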
BCLXL inh = blocks human Bcl-xL binding to Bim BH3 peptide; Q07817; GST-Bcl-xL / FITC-Bim BH3 peptide fluorescence polarization; inhibition, % at 10.9 µM; actives 0.7% (n = 320,000); AID 2129;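 active means inhibition above the mean of all tested compounds plus 3 SD, cutoff set per campaign, cut at about 30% in these data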;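 further: 0% = DMSO wells and 100% = unlabeled Bim-BH3 peptide competitor; inhibitors lower millipolarization by displacing the labeled peptide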
Target sequence (Q07817 whole entry, looked up): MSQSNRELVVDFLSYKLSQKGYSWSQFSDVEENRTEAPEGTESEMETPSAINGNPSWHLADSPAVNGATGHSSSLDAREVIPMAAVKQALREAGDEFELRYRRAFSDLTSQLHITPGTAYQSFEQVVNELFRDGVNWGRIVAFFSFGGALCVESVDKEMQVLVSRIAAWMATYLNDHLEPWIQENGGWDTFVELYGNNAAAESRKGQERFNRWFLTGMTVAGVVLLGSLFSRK
GSTO1 counter = blocks human GSTO1 in RBBP9 counter-screen. inhibition, % at 5.96 µM. P78417. actives 1.1% (n = 300,000). recombinant GSTO1, activity-based probe fluorescence polarization;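 active means inhibition above the campaign mean inhibition plus 3 SD, cut at about 35% in these data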;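 further: 0% = GSTO1-1 with DMSO and 100% = wells lacking GSTO1-1 enzyme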
Target sequence (P78417 whole entry, looked up): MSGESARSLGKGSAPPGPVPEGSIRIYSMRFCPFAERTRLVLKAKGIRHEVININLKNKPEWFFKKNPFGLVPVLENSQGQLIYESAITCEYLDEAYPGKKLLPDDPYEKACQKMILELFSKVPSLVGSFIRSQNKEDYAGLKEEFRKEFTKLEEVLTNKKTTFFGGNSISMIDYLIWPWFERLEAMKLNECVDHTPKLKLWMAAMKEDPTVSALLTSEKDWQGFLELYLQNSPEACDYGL
GLD-1 TGE inh = GLD-1-TGE RNA interaction inhibition (C. elegans) | purified GLD-1 + fluorescein TGE RNA, fluorescence polarization | inhibition, % at 5.96 µM | actives 0.44% (n = 320,000) | AID 2280 | Q17339;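 active means percent inhibition above a per-plate cutoff, the plate mean of test compounds plus 3 SD, cut at about 30% in these data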;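 further: 0% = DMSO wells with GLD-1 and probe and 100% = wells lacking GLD-1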
An asterisk follows results filed as active; nt = not tested or not shown.

No.	mol	PAD4 inh	TPT1 inhibitor	MCL1-BIM inh	PME-1 primary	MEX-5 binding
1	c1ccc(-n2nnnc2NCCCN2CCOCC2)cc1	0.1	-2.3	5.5	-2.6	0.1
2	COc1ccc(C(=O)NCc2ccc(C(=O)NCC(OC)OC)cc2)cc1OC	-1.9	-3.1	-8.8	6.6	1.6
3	COC(=O)Nc1nnc(-c2ccco2)s1	3.0	-3.9	11.7	-1.7	2.7
4	Cc1ccc2[nH]c(=O)c(CN(Cc3ccc4c(c3)OCO4)Cc3nnnn3C3CCCC3)cc2c1	-5.5	-4.6	2.1	-1.3	2.8
5	CCS(=O)(=O)NCCCCc1ccccc1	-2.3	-4.3	-8.2	-2.4	-1.4
6	O=C(O)c1ccc(COc2ccccc2/C=C2\NC(=O)N(Cc3ccccc3)C2=O)cc1	2.6	-5.9	-3.6	-11.5	-2.0
7	O=C(CCc1ccccc1)NNC(=O)Cc1ccccc1	-2.3	1.2	6.3	-2.9	0.1
8	COc1cc(NC(=O)CSc2nc3c(c(=O)[nH]2)CCCC3)cc(OC)c1OC	-1.2	-0.1	5.1	-6.4	1.3
9	Cc1ccccc1-c1ccc(CN2CCN(C)C(CCO)C2)cc1 (stereo not drawn)	-2.4	-4.2	-6.6	-17.3	-1.4
10	Cn1c(-c2ccccc2O)cc2ccccc21	3.3	-4.2	-0.1	5.6	3.0

No.	Fam108B counter	BCLXL inh	GSTO1 counter	GLD-1 TGE inh
1	-3.8	2.7	-0.7	0.5
2	2.5	-3.7	3.0	8.5
3	3.1	6.8	2.1	-8.4
4	-2.0	6.5	1.7	6.8
5	-0.2	-5.7	3.7	-2.3
6	-9.1	-4.5	-23.4	4.7
7	-0.8	4.4	10.1	2.6
8	1.9	3.3	2.0	-1.0
9	-1.9	7.1	8.1	7.0
10	9.0	6.3	-2.9	-2.8

9 structures from above, sorted by heavy-atom count, lowest first:
No.	mol	PAD4 inh	TPT1 inhibitor	MCL1-BIM inh	PME-1 primary	MEX-5 binding
3	COC(=O)Nc1nnc(-c2ccco2)s1	3.0	-3.9	11.7	-1.7	2.7
5	CCS(=O)(=O)NCCCCc1ccccc1	-2.3	-4.3	-8.2	-2.4	-1.4
10	Cn1c(-c2ccccc2O)cc2ccccc21	3.3	-4.2	-0.1	5.6	3.0
7	O=C(CCc1ccccc1)NNC(=O)Cc1ccccc1	-2.3	1.2	6.3	-2.9	0.1
9	Cc1ccccc1-c1ccc(CN2CCN(C)C(CCO)C2)cc1 (stereo not drawn)	-2.4	-4.2	-6.6	-17.3	-1.4
8	COc1cc(NC(=O)CSc2nc3c(c(=O)[nH]2)CCCC3)cc(OC)c1OC	-1.2	-0.1	5.1	-6.4	1.3
2	COc1ccc(C(=O)NCc2ccc(C(=O)NCC(OC)OC)cc2)cc1OC	-1.9	-3.1	-8.8	6.6	1.6
6	O=C(O)c1ccc(COc2ccccc2/C=C2\NC(=O)N(Cc3ccccc3)C2=O)cc1	2.6	-5.9	-3.6	-11.5	-2.0
4	Cc1ccc2[nH]c(=O)c(CN(Cc3ccc4c(c3)OCO4)Cc3nnnn3C3CCCC3)cc2c1	-5.5	-4.6	2.1	-1.3	2.8

No.	Fam108B counter	BCLXL inh	GSTO1 counter	GLD-1 TGE inh
3	3.1	6.8	2.1	-8.4
5	-0.2	-5.7	3.7	-2.3
10	9.0	6.3	-2.9	-2.8
7	-0.8	4.4	10.1	2.6
9	-1.9	7.1	8.1	7.0
8	1.9	3.3	2.0	-1.0
2	2.5	-3.7	3.0	8.5
6	-9.1	-4.5	-23.4	4.7
4	-2.0	6.5	1.7	6.8

Carrying on:
No.	mol	PAD4 inh	TPT1 inhibitor	MCL1-BIM inh	PME-1 primary	MEX-5 binding
11	COc1cc(SC)ccc1C(=O)NCCOc1ccc(Cl)cc1	-5.1	0.6	1.7	-2.8	-1.0
12	Cc1cc(C)cc(NC(=O)Cc2ccc(NC3=NC4CS(=O)(=O)CC4S3)cc2)c1 (stereo not drawn)	-6.7	2.3	4.2	0.3	-0.9
13	CNc1nc(SC)nc(N2CCOCC2)n1	4.0	-7.6	7.4	-0.2	0.6
14	CCOC(=O)c1c(NC(=O)CCCN2CCOCC2)sc2c1CC(C)(C)OC2	-1.4	-5.5	10.5	9.2	-3.0
15	Cc1cc(C(=O)Nc2cccnc2)no1	4.0	0.1	4.1	1.0	-2.0
16	COc1ccc(NC(=O)Cn2c(=O)n(CC3CCCO3)c(=O)c3cc(OC)c(OC)cc32)c(OC)c1 (stereo not drawn)	-1.9	0.3	0.5	2.5	-1.9
17	CC(C)C(=O)N(c1ccc(F)cc1)C1C=CS(=O)(=O)C1 (stereo not drawn)	0.6	-1.8	-6.4	-0.1	-1.3
18	COc1ccc(/C(C)=N/NC(=O)c2ccccc2N)cc1	-1.8	-3.1	1.8	-0.9	1.1
19	O=C(Nc1ccc(O)c2c(=O)cc(-c3ccccc3Cl)oc12)c1cccs1	5.3	-2.6	-4.8	-0.9	-0.6
20	O=C(CN1C(=O)c2cccnc2Oc2ccc(Cl)cc21)N1CCCCCC1	1.9	4.4	-10.2	6.6	-0.6

No.	Fam108B counter	BCLXL inh	GSTO1 counter	GLD-1 TGE inh
11	-0.2	0.9	-2.0	7.4
12	0.1	-1.7	0.1	0.4
13	0.8	11.8	3.1	-1.6
14	0.6	9.5	3.1	9.6
15	-6.1	1.9	6.5	7.8
16	-6.6	-0.5	5.6	7.3
17	-3.2	-2.3	-5.6	4.4
18	0.5	6.3	8.9	-0.7
19	-5.7	-2.6	6.9	3.8
20	-1.7	-1.6	-2.1	6.5

More entries follow.
No.	mol	PAD4 inh	TPT1 inhibitor	MCL1-BIM inh	PME-1 primary	MEX-5 binding
21	COc1ccc2[nH]c(=O)c(CN(C(=O)c3ccccn3)C3CCCCC3)cc2c1	4.1	-4.8	-2.9	-1.5	-2.2
22	CCOC(=O)c1sc(NC(=O)c2ccc(Br)o2)cc1C	1.8	2.7	3.1	-19.1	1.1
23	Cn1c(CC(=O)Nc2ccccc2F)nnc1SCC(=O)NC1=NCCS1	-2.6	3.6	-0.5	1.6	0.1
24	COc1ccccc1CNC(=O)c1ccc2ccccc2n1	-2.9	0.9	2.2	4.4	6.4
25	COc1ccc(-c2csc(NC(=O)CSc3nc4ccccc4c(=O)[nH]3)n2)cc1	-11.2	9.0	-19.2	-27.8	0.3
26	Cc1sc2ncnc(N3CCC(C(=O)Nc4ccc(Cl)c(Cl)c4)CC3)c2c1C	-1.0	nt	-2.9	-26.3	nt
27	CC1(C)C/C(=N\O)c2cc3c(nc2C1)CCCC3	-3.8	0.5	0.0	-4.0	1.3
28	CCN(CCn1cccn1)Cc1c(C(=O)N2C[C@@H](C)O[C@@H](C)C2)nc2ccc(Cl)cn12	-6.6	-2.7	15.1	-1.4	-4.8

No.	Fam108B counter	BCLXL inh	GSTO1 counter	GLD-1 TGE inh
21	0.7	7.3	-11.6	4.3
22	0.2	3.8	-1.0	3.7
23	1.2	-4.4	1.5	-1.5
24	10.7	8.3	-0.5	1.7
25	-20.7	-8.8	-4.9	-5.3
26	nt	-1.9	nt	19.0
27	-3.5	-3.7	-1.5	10.4
28	5.4	15.1	-7.8	2.5

Ordered by the number under PME-1 primary (smallest number first): 3 of the compounds above
nr | smiles | PME-1 primary
27 | CC1(C)C/C(=N\O)c2cc3c(nc2C1)CCCC3 | -4.0
5 | CCS(=O)(=O)NCCCCc1ccccc1 | -2.4
21 | COc1ccc2[nH]c(=O)c(CN(C(=O)c3ccccn3)C3CCCCC3)cc2c1 | -1.5

Source: PubChem BioAssay

A portion of the library; rates above refer to the full screens.
